PGE2 EP2 inh = human EP2 receptor antagonists, primary screen, TR-FRET cAMP, C6 glioma cells. Prostaglandin E2 receptor EP2 subtype (Homo sapiens), P43116. C6 glioma cells expressing human EP2; cells stimulated with saturating PGE2. inhibition, % at 25 µM. 260,000 compounds, 0.52% hits;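 active means percent inhibition above 40 after rounding to a whole number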;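 further: rat C6 glioma host cells with rolipram phosphodiesterase inhibitor present; the protocol text gives 20 µM as final concentration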
Target sequence (P43116 whole entry, looked up): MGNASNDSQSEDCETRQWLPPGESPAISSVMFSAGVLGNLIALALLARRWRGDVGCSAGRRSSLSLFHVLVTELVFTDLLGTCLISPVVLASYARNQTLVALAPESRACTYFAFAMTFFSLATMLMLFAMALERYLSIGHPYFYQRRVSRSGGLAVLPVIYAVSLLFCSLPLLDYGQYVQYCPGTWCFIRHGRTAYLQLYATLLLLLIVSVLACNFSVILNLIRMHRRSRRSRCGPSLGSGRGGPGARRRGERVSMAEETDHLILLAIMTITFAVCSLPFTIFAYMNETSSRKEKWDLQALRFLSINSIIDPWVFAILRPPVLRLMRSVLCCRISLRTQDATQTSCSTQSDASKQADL
EP2 modulator = EP2 receptor modulators, cAMP readout, primary screen, cell-based, HTRF cAMP, PGE2 stimulation. Prostaglandin E2 receptor EP2 subtype (Homo sapiens), P43116. EP2-expressing cells, cAMP HTRF FRET, PGE2 co-stimulation. induction, % at 25 µM. 260,000 compounds, 0.83% hits. AID 940, 2007;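 active means compounds whose cAMP rise, as percent of the full-agonist control response, exceeds 60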;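 further: rat C6 glioma line stably carrying human EP2 under a CMV promoter; the protocol text gives 20 µM as final concentration; 100% = response of wells given 1 µM PGE2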
* hit, by the source's call. These rows are one share of the data (hit frequency here may not be typical).

Start of the listing, in advance, 29 compounds:
SMILES	PGE2 EP2 inh	EP2 modulator
CC(NC(=O)Cc1ccccc1Cl)c1nc(-c2ccncc2)n[nH]1 (centres undefined)	4	-25
CCC(=O)N1CCN(c2ccc(NC(=O)COc3ccc(Cl)cc3Cl)cc2)CC1	14	-18
COC(=O)C1COc2ccccc2O1 (centres undefined)	8	-14
CCN1/C(=C/c2ccc3ccccc3[n+]2C)Sc2cc(C)ccc21	52*	-56
CCOC(=O)C1CCN(C(=O)CCc2ccc(S(=O)(=O)NC(C)C)cc2)CC1	6	-19
CCn1c(COc2cccc(C)c2)nnc1SCC(=O)NC	7	11
CC1CCCN(c2nc3c(c(=O)[nH]c(=O)n3C)n2CCCSc2ncccn2)C1 (centres undefined)	6	-31
Cc1nc2ccc(NC(=O)C(C)(C)C)cc2c(=O)n1Cc1ccc(Cl)cc1	10	-53
Cc1ccc(-c2cc(N)c(=O)n(CC(=O)NC34CC5CC(CC(C5)C3)C4)n2)o1	9	-48
O=C(CCCCCNc1n[nH]c(=O)[nH]c1=O)OCc1ccccc1	12	-8
Cc1ccnc(NC(=O)CCC(=O)N(CC(=O)NC(C)(C)C)c2ccc(C)c(C)c2)c1	7	14
NC(=O)CNc1nc(C2CC2)nc2c1nnn2Cc1ccccc1Cl	16	29
CC(=O)OCC(COC(C)=O)OC(C)=O	10	4
COc1ccc(CNC(=O)C2CCCN(S(=O)(=O)c3ccc(-n4cnnn4)cc3)C2)cc1 (centres undefined)	14	-17
Cc1ccc(NS(=O)(=O)C2CCS(=O)(=O)C2)cc1 (centres undefined)	11	-2
COc1ccc(NC(=O)c2ccco2)cc1NC(=O)c1cc(Cl)cc(Cl)c1OC	10	5
CC1(C)CC(=O)C2=C(C1)OC(N)=C(C#N)C2c1ccc(-c2ccc(Cl)c(Cl)c2)o1 (centres undefined)	5	30
Cc1ccc(CN(CCCN2CCOCC2)Cc2nc3ccccc3[nH]2)o1	7	8
CCOC(=O)Cc1csc(NC(=O)CSc2nnc3c(C)cc4cc(C)c(C)cc4n23)n1	10	13
COC(=O)C(=O)Nc1nnc(-c2ccccc2Cl)s1	11	-4
NC(N)=NC(N)=Nc1c(F)c(F)c(F)c(F)c1F	64*	-122
COC(=O)c1ccc(C2SCC(=O)N2Cc2ccco2)cc1 (centres undefined)	13	-29
Cc1cc(C)nc(N2CCC(C(=O)Nc3ccc(C)c(C)c3)CC2)n1	7	-3
CC1CCCC(C)N1C(=O)CSc1nnc2c3ccccc3nc(C(C)(C)C)n12 (centres undefined)	12	2
O=C(CSc1nnc(-c2ccco2)n1CC1CCCO1)Nc1ccc2c(c1)OCO2 (centres undefined)	8	-5
Cc1cc(C)c2[nH]c(=O)c(CN(Cc3nnnn3Cc3ccc(F)cc3)CC3CCCO3)cc2c1 (centres undefined)	4	20
CC(C)(C)c1ccc(S(=O)(=O)/C=C/C#N)cc1	97*	-20
CC1c2ccsc2CCN1Cc1ccc(OCc2ccccn2)cc1 (centres undefined)	4	-65
CC(=O)Nc1ccc(CN2CCc3nc(N4CCC(C)CC4)[nH]c(=O)c3C2)cc1	4	-31

Main list, from the start:
SMILES	PGE2 EP2 inh	EP2 modulator
CC(NC(=O)Cc1ccccc1Cl)c1nc(-c2ccncc2)n[nH]1 (centres undefined)	4	-25
CCC(=O)N1CCN(c2ccc(NC(=O)COc3ccc(Cl)cc3Cl)cc2)CC1	14	-18
COC(=O)C1COc2ccccc2O1 (centres undefined)	8	-14
CCN1/C(=C/c2ccc3ccccc3[n+]2C)Sc2cc(C)ccc21	52*	-56
CCOC(=O)C1CCN(C(=O)CCc2ccc(S(=O)(=O)NC(C)C)cc2)CC1	6	-19
CCn1c(COc2cccc(C)c2)nnc1SCC(=O)NC	7	11
CC1CCCN(c2nc3c(c(=O)[nH]c(=O)n3C)n2CCCSc2ncccn2)C1 (centres undefined)	6	-31
Cc1nc2ccc(NC(=O)C(C)(C)C)cc2c(=O)n1Cc1ccc(Cl)cc1	10	-53
Cc1ccc(-c2cc(N)c(=O)n(CC(=O)NC34CC5CC(CC(C5)C3)C4)n2)o1	9	-48
O=C(CCCCCNc1n[nH]c(=O)[nH]c1=O)OCc1ccccc1	12	-8
Cc1ccnc(NC(=O)CCC(=O)N(CC(=O)NC(C)(C)C)c2ccc(C)c(C)c2)c1	7	14
NC(=O)CNc1nc(C2CC2)nc2c1nnn2Cc1ccccc1Cl	16	29
CC(=O)OCC(COC(C)=O)OC(C)=O	10	4
COc1ccc(CNC(=O)C2CCCN(S(=O)(=O)c3ccc(-n4cnnn4)cc3)C2)cc1 (centres undefined)	14	-17
Cc1ccc(NS(=O)(=O)C2CCS(=O)(=O)C2)cc1 (centres undefined)	11	-2
COc1ccc(NC(=O)c2ccco2)cc1NC(=O)c1cc(Cl)cc(Cl)c1OC	10	5
CC1(C)CC(=O)C2=C(C1)OC(N)=C(C#N)C2c1ccc(-c2ccc(Cl)c(Cl)c2)o1 (centres undefined)	5	30
Cc1ccc(CN(CCCN2CCOCC2)Cc2nc3ccccc3[nH]2)o1	7	8
CCOC(=O)Cc1csc(NC(=O)CSc2nnc3c(C)cc4cc(C)c(C)cc4n23)n1	10	13
COC(=O)C(=O)Nc1nnc(-c2ccccc2Cl)s1	11	-4
NC(N)=NC(N)=Nc1c(F)c(F)c(F)c(F)c1F	64*	-122
COC(=O)c1ccc(C2SCC(=O)N2Cc2ccco2)cc1 (centres undefined)	13	-29
Cc1cc(C)nc(N2CCC(C(=O)Nc3ccc(C)c(C)c3)CC2)n1	7	-3
CC1CCCC(C)N1C(=O)CSc1nnc2c3ccccc3nc(C(C)(C)C)n12 (centres undefined)	12	2
O=C(CSc1nnc(-c2ccco2)n1CC1CCCO1)Nc1ccc2c(c1)OCO2 (centres undefined)	8	-5
Cc1cc(C)c2[nH]c(=O)c(CN(Cc3nnnn3Cc3ccc(F)cc3)CC3CCCO3)cc2c1 (centres undefined)	4	20
CC(C)(C)c1ccc(S(=O)(=O)/C=C/C#N)cc1	97*	-20
CC1c2ccsc2CCN1Cc1ccc(OCc2ccccn2)cc1 (centres undefined)	4	-65
CC(=O)Nc1ccc(CN2CCc3nc(N4CCC(C)CC4)[nH]c(=O)c3C2)cc1	4	-31
OC1(c2cccnc2)CCN(Cc2ccc(-c3ccc(F)cc3)cc2)CC1	9	-113
COc1ccc(N2CCN(CC(O)c3ccc4c(c3)OCCCO4)CC2)cc1 (centres undefined)	4	-32
CC(=O)CSc1nc2c(c(=O)n(C)c(=O)n2C)n1Cc1ccc(C)cc1	9	11
Cc1ccc(NC(=O)CSc2nnc3c4c5c(sc4ncn23)CCCC5)c(Br)c1	12	-7
CCn1c(SCC(=O)Nc2cccc3ccccc23)nc2c1c(=O)n(C)c(=O)n2C	13	-26
Cc1ccc(C)c2nc(SCC(=O)NC3CCCCC3)c(C#N)cc12	22	1
O=C(O)CCCCC(=O)Nc1nc(-c2ccccc2)cs1	7	6
FC(F)(F)c1nc2ccccc2n1Cc1ccccc1	10	48
COCCCn1c(SCC(=O)N2CCOCC2)nnc1-c1ccccc1	10	-12
O=C(CCC(=O)N(CC(=O)NC1CCCC1)Cc1ccccc1)Nc1nccs1	5	-8
CCn1c(CNC(=O)c2ccccc2C)n[nH]c1=S	10	-4
CCC(=O)OCC(=O)[C@@]1(OC(=O)CC)[C@H](C)CC2C3C([C@@H](O)C[C@@]21C)[C@@]1(C)C=CC(=O)C=C1C[C@H]3Cl (some centres undefined)	13	6
Cc1ccc(CN2CCN(Cc3ccc(C)o3)[C@@H](C)C2)o1	43*	12
COc1ccc2cc(CN(Cc3ccc4c(c3)OCO4)C(=O)Nc3ccccc3OC)c(=O)[nH]c2c1	3	-31
CCOc1ccccc1NC(=O)CN1CCC(n2nnc3cc(C(F)(F)F)ccc32)CC1	4	17
Cc1oc(C)c(C(=O)NCC(=O)O)c1C(=O)NCC(=O)O	13	16
COC1CS(=O)(=O)CC1NCC(=O)O (centres undefined)	5	-11
Cc1ccc(OCCCCn2c(CCCO)nc3ccccc32)cc1	12	-85
Cc1cccc(NC(=O)CSc2nc3ccccc3c(=O)n2CC2CCCO2)c1C (centres undefined)	11	22
Cc1nc(-c2ccc(C(=O)Nc3ccc(O)cc3)cc2)cs1	10	-54
CCn1c(SCC(=O)N2CCOCC2)nnc1-c1ccc(OC)cc1	5	6
Cc1csc(NC(=O)CSc2nc(C3CC3)nc3sc(C)c(C)c23)n1	13	31
CC(C)N(C(=O)CNCc1cccs1)C(C)C	13	-3
COc1ccc(-c2csc(Nc3ccc(S(=O)(=O)Nc4nc(C)cc(C)n4)cc3)n2)cc1	37	-103
CSCCC(NC=O)C(=O)NC(CC(C)C)C(=O)NC(Cc1ccccc1)C(=O)O (centres undefined)	12	31
Cc1cc(C)nc(SCc2nnc(SC(C)C(=O)Nc3ccccc3C)n2C)n1 (centres undefined)	6	-8
O[Si](CCCN1CCCCC1)(c1ccc(F)cc1)C1CCCCC1 (centres undefined)	10	23
CCC(c1nnnn1C1CCCC1)N(Cc1ccccc1)Cc1cc2c(C)cc(C)cc2[nH]c1=O (centres undefined)	7	24
O[C@]1(c2ccccc2)c2ccccc2NC2=NCCN21	22	-23
CC(C)(C)c1cc(C(=O)N2CCC[C@H](C(=O)c3cccs3)C2)n[nH]1	5	-14
CCOC(=O)c1cc(C)sc1NC(=O)c1ccccc1Cl	9	71*
More entries.
SMILES	PGE2 EP2 inh	EP2 modulator
O=C(NC1CCCCC1)C(c1ccncc1)N(Cc1ccc2c(c1)OCO2)C(=O)c1ccccn1 (centres undefined)	15	-18
O=C(NCCN1CCOCC1)c1cc2nc(-c3ccco3)cc(C(F)(F)F)n2n1	5	-49
CCC1SC2=NC(C)=C(C(=O)OC)C(c3ccccc3)N2C1=O (centres undefined)	12	9
COCCn1nnnc1C(c1cc2cc(OC)ccc2[nH]c1=O)N1CCOCC1 (centres undefined)	10	-16
COC(=O)c1c(NC(=S)NC(=O)c2cccnc2)sc2c1CCCC2	6	-16
O=C1C(=O)N(CCOCCO)C(c2cccs2)/C1=C(/O)c1ccc(Cl)cc1 (centres undefined)	10	1
C=C(C)CN1CCN(Cc2cccc(-n3nc(C)cc3C)c2)CC1	5	13
COCCCN(Cc1ccccn1)CC1(c2ccc(Cl)cc2)CCCC1	8	51
COc1ccc(OC)c(-c2[nH]nc3c2C(c2cc(OC)ccc2OC)C(C#N)=C(N)O3)c1 (centres undefined)	4	-5
O=C(Nc1ccc(S(=O)(=O)NCc2ccco2)cc1)c1ccccc1F	8	-23
CC(=O)O[C@H]1C[C@@]2(C)[C@@H](C[C@@H](O)C3[C@]2(C)CC[C@H]2[C@H](C)[C@H](O)CC[C@]32C)/C1=C(/CCC=C(C)C)C(=O)O (some centres undefined)	12	4
CC(=O)c1c(-c2cccs2)nc2n(C)c3ccccc3n12	18	16
Cc1ccc2cc(C#N)c(SCC(=O)Nc3cccc(Cl)c3)nc2c1C	18	-2
CC(C)(C)n1nnnc1CN1CCN(c2cccc(C(F)(F)F)c2)CC1	7	-34
Cc1ccccc1CN(CCCn1ccnc1)Cc1ccnn1C1CCCCO1 (centres undefined)	5	-28
CC(C)(C)NC(=O)CN1C(=O)c2cccc3cccc1c23	13	-32
Cc1cccc(C)c1NC(=O)CSc1nnc2c(n1)[nH]c1ccccc12	7	-40
Cc1cccc(Cn2c(NCCN(C)C)nc3c2c(=O)n(C)c(=O)n3C)c1	13	11
CCc1ccc(-n2nc3ccc(NC(=S)NC(=O)c4cc(OC)c(OC)c(OC)c4)cc3n2)cc1	7	-41
CCOC(=O)CSc1nnc(COc2ccc(OC)cc2)o1	11	-10
CCn1nnc(NC(=O)COc2cccc(C)c2)n1	4	-28
CN(C)c1cccc(C(=O)N2CCC(n3nnc4cccnc43)CC2)c1	4	-12
Cc1ccc(NC(=O)CSc2nnc(CSc3nc(C)cc(C)n3)n2Cc2ccco2)cc1	4	12
O=C(Oc1ccccc1C(=O)O)c1ccccc1O	7	20
CC(=O)Nc1ccc(NC(=O)c2ccccc2F)nc1	12	-6
Cc1cc2c(cc1Cl)N(C(=O)Nc1ccnc3ccccc13)CC2	15	0
CCN(CC)CCN(Cc1cc2cc3c(cc2[nH]c1=O)OCO3)C(=O)NC1CCCCC1	8	-28
Cc1cc(C)nc(SCCn2c(N3CCCC3)nc3c2c(=O)n(C)c(=O)n3C)n1	15	9
COc1ccc(NC(=O)COc2ccc(C3C(C#N)=C(N)Oc4n[nH]c(C)c43)cc2)cc1 (centres undefined)	12	-100
Cc1ccc(CNc2cc(C)nc3nc4ccccc4n23)cc1	7	-2

EP2 modulator: entries above that show a hit
Structure	EP2 modulator
CCOC(=O)c1cc(C)sc1NC(=O)c1ccccc1Cl	71*

One compound at a time, from the list above. Order of screens: PGE2 EP2 inh, EP2 modulator
Cc1ccc(NC(=O)CSc2nnc(CSc3nc(C)cc(C)n3)n2Cc2ccco2)cc1 is listed with 4, 12
O=C(Oc1ccccc1C(=O)O)c1ccccc1O is listed with 7, 20

(list continues)
SMILES	PGE2 EP2 inh	EP2 modulator
COc1cccc(CC(=O)NCCCn2c(-c3cccnc3C)cc3cccnc32)c1	4	-18
Cc1ccc(-c2cc(N)c(=O)n(CC(=O)N3CCCCCC3)n2)o1	8	-70
O=C(O)CSc1cc(-c2ccccc2)nc2ccccc12	12	67*
Cc1cc(C)nc(N2CCCC(C(=O)NC3CCC(C)CC3)C2)n1 (centres undefined)	20	-21
CC(=O)N1CCc2[nH]nc(-c3cccc(Cl)c3)c2C1	12	-18
COc1ccc(OC)c(Nc2c(C)c(C)nc3ncnn23)c1	7	16
COc1ccc2[nH]c(=O)c(CN(Cc3ccc(Cl)cc3)C(=O)c3ccc(OC)c(OC)c3)cc2c1	12	-24

High-throughput results: PubChem, Emory University Molecular Libraries Screening Center
